# Assay outcomes deposited in PubChem by several laboratories.
# PERK inhibitor – human PERK inhibition, primary cell-based screen; Q9NZJ5; CHO PERK-DD fusion, SEAP luminescence translation reporter; inhibition, % at 5.6 µM; 220,000 tested, 0.17% active;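 active = inhibition above the mean inhibition of all tested compounds plus 3 SD, set separately per screening campaign, cut at about 2.9% in these data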;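 note: PERK kinase domain activated by AP20187 dimerizer at 100 nM; 0% = DMSO with dimerizer and 100% = rapamycin at 8.4 µM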
# thrombin 1536 – thrombin (human) inhibition; AID 1046; 220,000 tested, 0.26% active; inhibition, % at 5 µM; alpha-thrombin, Boc-VPR-AMC fluorogenic substrate cleavage; P00734;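 active = inhibition at or above 40%; inactive = inhibition below 40%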;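 note: 0% = enzyme with no compound and 100% = wells without enzyme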
#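 System – human alpha-thrombin protein · Reagent – Boc-VPR-AMC substrate, 15 µM final · Compound – 5 µM single dose in 0.2% DMSO · Schedule – reaction at room temperature · Technique – AMC fluorescence at 355 nm excitation and 460 nm emission · Read-out basis – % inhibition relative to enzyme controls and enzyme-free blanks · Control set – no-compound enzyme wells and no-enzyme blanks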
# hK5 inh – blocks human kallikrein 5 protease activity. Q9Y337. recombinant hK5, fluorogenic AMC substrate cleavage. inhibition, % at 5 µM. 210,000 tested, 0.59% active. AID 873;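 active = inhibition of 40% or more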;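 note: 0% = enzyme controls without compound and 100% = no-enzyme blanks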
# Rad51 HR inh – blocks human Rad51 in homologous recombination; inhibition, % at 10 µM; Q06609; 200,000 tested, 0.085% active; hRad51 DNA strand exchange, fluorescence dequenching;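 active = inhibition above 40% at the single screening dose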;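 note: 0% = DMSO control wells and 100% = blanks with heterologous ssDNA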
# Target sequence (Q06609 whole entry, looked up): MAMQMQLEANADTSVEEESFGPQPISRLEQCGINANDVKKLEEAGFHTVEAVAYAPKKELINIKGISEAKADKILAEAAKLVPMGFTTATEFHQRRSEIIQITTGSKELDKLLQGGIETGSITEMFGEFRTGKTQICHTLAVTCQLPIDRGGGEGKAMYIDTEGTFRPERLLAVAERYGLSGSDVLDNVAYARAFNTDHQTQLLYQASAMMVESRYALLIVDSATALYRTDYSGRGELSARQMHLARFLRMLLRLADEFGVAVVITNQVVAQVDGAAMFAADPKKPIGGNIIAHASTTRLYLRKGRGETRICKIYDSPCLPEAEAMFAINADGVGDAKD
#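 Material: Human Rad51 nucleoprotein filaments preassembled on unlabelled ssDNA | Also added: Labelled 47-mer dsDNA for strand exchange | Dosing: Single dose, 10 µM final compound | Schedule: 30-min compound preincubation and 15-min exchange, both room temperature | Technique: Fluorescence dequenching at 485/520 nm | Measure: Percent inhibition relative to plate controls and blanks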
# KCC2 mod – modulates chloride dependent transport by human KCC2; Q9H2X9; KCC2 cells, thallium flux FluoZin-2 fluorescence; B-score of Tl+ flux slope (higher = more flux/activation; lower = inhibition) at 10 µM; 190,000 tested, 2.2% active; AID 1456;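 active = thallium flux slope and its plate-corrected score both differing from the plate sample mean at a set confidence after two filtering rounds, in either direction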;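 note: slope of fluorescence scaled to starting intensity during 10 to 20 s after thallium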
# Furin inhibitor – human furin inhibition; inhibition, % at 30 µM; AID 463115; purified furin, fluorogenic substrate cleavage; P09958; 220,000 tested, 0.061% active; in the data active = inhibition above about 25%; note: inactives centre near -15
# Target sequence (P09958 108-714 limits assumed): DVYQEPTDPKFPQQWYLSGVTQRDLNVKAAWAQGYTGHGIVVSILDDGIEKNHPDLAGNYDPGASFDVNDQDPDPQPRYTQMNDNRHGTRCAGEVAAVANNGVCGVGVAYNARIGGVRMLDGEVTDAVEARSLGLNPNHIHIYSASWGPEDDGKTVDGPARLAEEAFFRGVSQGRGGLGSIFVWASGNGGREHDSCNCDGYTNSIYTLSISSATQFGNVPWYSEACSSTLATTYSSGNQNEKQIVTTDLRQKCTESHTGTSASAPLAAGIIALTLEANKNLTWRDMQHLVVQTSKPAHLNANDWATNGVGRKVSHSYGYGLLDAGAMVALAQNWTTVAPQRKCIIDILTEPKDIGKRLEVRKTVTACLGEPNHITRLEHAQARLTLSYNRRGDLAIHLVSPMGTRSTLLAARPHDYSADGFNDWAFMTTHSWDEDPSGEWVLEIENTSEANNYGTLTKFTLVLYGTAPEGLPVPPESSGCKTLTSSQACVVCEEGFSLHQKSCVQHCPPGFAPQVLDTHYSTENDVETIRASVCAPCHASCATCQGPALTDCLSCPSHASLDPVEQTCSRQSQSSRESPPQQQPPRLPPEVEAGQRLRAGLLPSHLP
# m-calpain inh – blocks pig calpain II enzyme activity | purified calpain II, fluorogenic peptide substrate, 30 min | inhibition, % at 16 µM | 220,000 tested, 0.37% active | AID 1236;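 active = inhibition above about 50%, limit read from the data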
# FXIIa inh 1536 – blocks human coagulation factor XIIa protease activity | P00748 | purified FXIIa, Boc-QGR-AMC fluorogenic substrate, 2 h | inhibition, % at 5 µM | 220,000 tested, 0.3% active | AID 800; in the data active = inhibition above about 40%;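 note: 0% = enzyme with no compound and 100% = blank without enzyme; many of its hits are not listed in these tables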
# FXIa inh 1536 – blocks human coagulation factor XIa protease activity. P03951. purified FXIa, Boc-Glu-Ala-Arg-AMC fluorogenic substrate. inhibition, % at 5 µM. 220,000 tested, 0.14% active. AID 798;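 active = inhibition of at least 40%; inactive = inhibition below 40%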;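 note: fluorescence of freed AMC excited at 355 nm; 0% = enzyme without compound and 100% = no enzyme blank; many of its hits are not listed in these tables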
# * hit, by the source's call; nt = no result given; [ ] = another dose, or the depositor's remark. A portion of the library; count on the stated rates, not on these rows.
SMILES,PERK inhibitor,thrombin 1536,hK5 inh,Rad51 HR inh,KCC2 mod,Furin inhibitor,m-calpain inh,FXIIa inh 1536,FXIa inh 1536
Cc1cc(OCCCCCn2ccnc2)cc(C)c1Cl,-0.1,3,-15,-4,1,-20,33,2,10
CC1CCc2cc(F)ccc2N1C(=O)C1(C)CC1(Cl)Cl (stereo not drawn),0.0,2,-4,-4,-2.6,-18[20 µM],-7,18,2
Oc1c(C=C2N=c3ccccc3=N2)sc(=S)n1-c1ccccc1,1.7,0,-10,-29,0.17,-11,5,26,23
CCOc1ccc(OCc2ccc(C(=O)NN)o2)cc1,-1.4,-1,1,-12,0.073,-18,8,7,4
COC(=O)c1ccc(C)c(NS(=O)(=O)c2ccc(C)c([N+](=O)[O-])c2)c1,-0.7,4,-12,-1,-0.63,-20[20 µM],-18,21,5
O=C(CC(=O)c1ccccc1O)c1cccc(F)c1,0.4,2,-10,10,nt,-14,37,33,10
O=C1CC(c2ccccc2)Cc2nc(NC3CC3)ncc21 (stereo not drawn),1.1,-8,9,4,1.2,-26,-7,10,3
CC(=O)C1C(c2ccc(Br)cc2)C2C(C)=NN=C2CC1(C)O (stereo not drawn),0.8,-11,-11,-2,-0.042,-20,-14,9,-1
Cn1c(=O)c(-[n+]2ccccc2)c([O-])c2ccccc21,0.2,4,-16,5,nt,-2[20 µM],-15,34,18
O=C(CCN1C(=O)c2ccccc2C1=O)Nc1nc2ccccc2s1,1.0,-2,-15,-1,-1.3,-16,5,11,6
CN1CCN(C2=NCCO2)CC1,0.6,-3,-11,1,0.56,-27,1,8,5
Cc1nc2ccc(S(=O)(=O)NCC(=O)NCCN3CCCCC3C)cc2s1 (stereo not drawn),1.4,-1,-4,-1,nt,-14,-23,-6,3
COC(=O)c1c(C)[nH]c(/C=N/Nc2ccccc2)c1C,-1.4,1,1,3,0.85,-17,-26,6,1
COc1ccc(NC(=O)CSc2nnc(CNC(=O)COc3ccc(Cl)cc3)o2)cc1,0.3,-11,-11,-13,0.056,-10,20,10,-2
CCn1c2ccccc2c2cc(NC(=O)c3cccc([N+](=O)[O-])c3C)ccc21,0.2,-3,-7,-3,0.6,-24,-32,16,8
CCCn1c(=S)[nH]c2cc(Cl)ccc21,1.7,4,2,4,55*,-15,-15,14,3
O=C(Nc1ccc(Cl)c([N+](=O)[O-])c1)Nc1nc2ccccc2s1,0.5,-3,-1,21,nt,-25,-27,5,-1
COc1ccccc1OCCNC(=O)C(c1ccccc1)c1ccccc1,-2.2,0,1,7,-0.5,-12,0,12,-1
Cc1ccc(OCc2nc(C#N)c(NCc3ccco3)o2)cc1,0.8,-6,-13,16,-1.5,-9[20 µM],-27,7,7
CC(C)Oc1ccc(CCc2nnc(SCC(=O)O)n2-c2ccccc2)cc1,-0.2,-3,4,-11,0.72,-24,-7,9,0

# Four compounds out of the list above, sorted by their value in Furin inhibitor, lowest first:
SMILES,PERK inhibitor,thrombin 1536,hK5 inh,Rad51 HR inh,KCC2 mod,Furin inhibitor,m-calpain inh,FXIIa inh 1536,FXIa inh 1536
CN1CCN(C2=NCCO2)CC1,0.6,-3,-11,1,0.56,-27,1,8,5
Cc1nc2ccc(S(=O)(=O)NCC(=O)NCCN3CCCCC3C)cc2s1 (stereo not drawn),1.4,-1,-4,-1,nt,-14,-23,-6,3
Oc1c(C=C2N=c3ccccc3=N2)sc(=S)n1-c1ccccc1,1.7,0,-10,-29,0.17,-11,5,26,23
COc1ccc(NC(=O)CSc2nnc(CNC(=O)COc3ccc(Cl)cc3)o2)cc1,0.3,-11,-11,-13,0.056,-10,20,10,-2

# Further results
SMILES,PERK inhibitor,thrombin 1536,hK5 inh,Rad51 HR inh,KCC2 mod,Furin inhibitor,m-calpain inh,FXIIa inh 1536,FXIa inh 1536
CSc1nc(-c2ccc(Cl)cc2)nn1S(=O)(=O)c1ccccc1,0.6,0,-9,nt,-0.013,-12[20 µM],-16,20,12
Cc1cc(C)cc(NC(=S)N2CCN(Cc3ccccc3)CC2)c1,0.5,-3,-4,9,-1.7,-21,0,4,-12
CC(O)[C@H]1CNC(=O)C(=O)N1CCc1cc(C(F)(F)F)cc(C(F)(F)F)c1 (stereo partly drawn),nt,-1,1,6,1.1,-22,3,9,1
Cc1nc2ccccn2c1C(=O)NN=C1C2CC3CC(C2)CC1C3,0.5,-5,-8,-89,0.29,-18,7,7,4
Nc1nc2c(s1)CCc1c-2cnn1-c1ccccc1,0.5,0,0,10,nt,-10,-55,11,-1
O=C(Cn1ncc(N2CCOCC2)c(Cl)c1=O)c1ccc(Cl)cc1,0.1,3,-18,5,-0.27,-28,-19,-4,-5
CCOc1ccc(N2CC(O)=C(c3nc4ccccc4c(=O)[nH]3)C2=N)cc1,0.1,0,3,0,0.76,-37,-107,9,-1
COc1ccccc1NC(=S)NCCN1CCOCC1,0.9,3,-2,nt,0.53,-23,-9,9,6
CCOC(=O)c1cc(=O)c2c([N+](=O)[O-])ccc(OC)c2o1,0.4,-12,-11,-4,0.23,-12,2,-1,-5
Cc1cc2ncn(CCOc3ccccc3C#N)c2cc1C,-0.6,-10,-20,11,-2,-14[20 µM],-26,3,-4
Cc1ccc([N+](=O)[O-])cc1N/C=C1\CCc2ccccc2C1=O,1.8,-1,-27,6,0.023,-13[20 µM],5,32,18
COc1ccc(NC2=CC(=O)CC(c3ccccc3)C2)cc1 (stereo not drawn),-0.5,-7,0,-6,nt,-4,38,6,-5
CC1CC(=O)C2=C(C1)Nc1ccccc1SC2c1ccc(F)cc1 (stereo not drawn),-0.4,-3,-4,-7,-1.2,-13,24,6,4
Cc1cc(C)n2nc(C(=O)N3CCN(c4ccc([N+](=O)[O-])cc4)CC3)nc2n1,1.1,0,8,nt,-0.085,-7,21,3,-2
CC(=O)Cn1ncc(Br)c(Br)c1=O,1.1,1,-33,-4,-1.5,-19,-8,2,-7
Cc1ccc(NC(=O)CSc2nc3nc(C)cc(C)c3c(=O)[nH]2)cc1,1.9,-3,2,10,6.4,-30,3,-15,-7
O=C(CCc1ccccc1)Nc1cccc(-c2nnc(-c3ccco3)o2)c1,0.2,-6,9,-3,0.35,-6[20 µM],-16,7,-5
CCn1cc(/C=N\NC(=O)c2ccccc2Cl)cn1,0.4,-3,-6,-42,-0.088,-23,3,13,10
O=C(COC(=O)C12CC3CC(CC(C3)C1)C2)NCc1ccco1,0.5,5,-60,-2,0.36,-13[20 µM],-66,14,3
CCOC(=O)N/N=C/c1cn(CCCOc2ccccc2)c2ccccc12,-0.4,-7,-2,-3,0.049,-17,21,9,8
O=C(CSc1nc(-c2ccccc2)c(-c2ccccc2)o1)Nc1nnc(-c2ccccc2)s1,0.4,-7,-7,nt,nt,-12[20 µM],-123,21,-5
O=C(c1cc(=O)c2ccccc2o1)N1CCN(c2ccccc2F)CC1,-0.3,-23,-1,-4,-0.058,-30,-7,7,-7
Cc1oc(-c2cccc(Cl)c2)nc1CN1CCCC(C(=O)NCc2ccco2)C1 (stereo not drawn),-0.9,0,-33,-23,nt,-23,-40,15,4
CCOC(=O)c1cc(C#N)c(NCc2ccccc2)nc1C,-0.4,-7,-13,10,-0.018,-20,nt,-21,-29
CC(=O)NC1C(Oc2cccc(C)c2)OC2COC(c3ccco3)OC2C1O (stereo not drawn),1.6,3,-9,7,0.95,-8,3,16,12
Nc1nc(SCC(=O)OCc2ccccc2)[nH]c(=O)c1NC(=O)c1ccco1,2.2,-4,-6,5,-0.28,-23,-4,12,3
Cc1ccccc1NC(=O)/C(=C\c1cccs1)NC(=O)c1ccco1,0.0,-4,-9,-5,nt,12[20 µM],-4,17,0
O=C(CNC(=O)c1ccccc1)OCc1ccc([N+](=O)[O-])cc1,1.4,-9,-13,-4,-0.53,-29,1,11,8
O=C(COC(=O)c1ccccc1Nc1ccccc1)NCc1ccccc1Cl,-0.1,-8,2,-2,0.53,-4,-22,0,-3
Cc1ccc2nc(-c3ccc(NC(=S)NC(=O)C(C)C)cc3)sc2c1,0.3,-1,-6,-5,-0.16,-18[20 µM],-74,11,2
COc1ccc2c(c1)c(C(=O)N/N=C/c1ccccc1Cl)c(C)n2C,-2.1,2,-1,15,-0.59,-15,-29,8,1
COc1ccc2[nH]c3c(N4CCN(Cc5ccc6c(c5)OCO6)CC4)ncnc3c2c1,-0.2,-8,-26,0,-1.2,-14,-382,21,13
COC(=O)c1ccc(NC(=O)Nc2ccc3c(c2)nc(C)n3C)cc1,-0.1,-2,-2,1,-0.31,-26,-27,8,-2
CCOC(=O)c1ccc(N/C=C/C(=O)c2ccccc2)cc1,0.5,-9,8,2,0.65,-28,-50,13,-3
CCOCCCNC(=O)Cc1ccc(OC)c(OC)c1,-0.3,-5,-12,-8,0.33,-8[20 µM],-17,1,-4
O=C(Nc1ncc2c(n1)CC(c1ccco1)CC2=O)c1ccc(Cl)cc1 (stereo not drawn),0.1,9,-27,nt,-0.78,-22,-35,0,-13
O=C(c1ccc(C#CC2(O)CCCCC2)cc1)N1CCOCC1,0.5,-3,-4,1,nt,-10[20 µM],-16,11,0
CN(C)S(=O)(=O)c1cc(NC(=O)CSc2nn(-c3ccc(Cl)cc3)c(=S)s2)ccc1Cl,0.6,-10,-16,4,0.012,0,-22,-4,-4
CC1(c2ccc3ccccc3c2)NC(=O)N(CC(=O)NCc2cccs2)C1=O (stereo not drawn),-0.1,-9,-12,3,-1.9,-6,4,-18,-5
COc1cc(/C=C/C(=O)N2CCN(CC(O)COc3ccccc3)CC2)cc(OC)c1OC (stereo not drawn),-0.3,-1,-23,-8,nt,-15[20 µM],-233,12,0
Cc1ccc(OCCNc2ccc(C(F)(F)F)cc2[N+](=O)[O-])cc1,0.6,-9,-10,7,0.13,-10,17,5,0
CN(Cc1ccccc1)S(=O)(=O)c1ccc(NS(C)(=O)=O)cc1,2.0,-1,-13,-2,nt,-21[20 µM],-19,16,2
COc1ccc(N2CCN(C(=O)c3sc4nc(-c5ccc(F)cc5)cn4c3C)CC2)cc1,1.0,nt,nt,1,0.035,-21,nt,nt,nt
OCCC1CN(Cc2nc3c(s2)CCCC3)CCN1CCc1ccccc1 (stereo not drawn),-0.5,-1,-5,nt,-0.96,-26,4,9,0
COc1ccc(C(=O)Nc2ccc(S(=O)(=O)Nc3cc(C)nc(C)n3)cc2)c(OC)c1,0.9,-3,-8,-4,-0.17,-30,-9,2,-10
Cc1cc(NC(=O)CSc2nnc(-c3cccs3)n2N)no1,0.2,4,12,2,0.79,-15[20 µM],-1,15,14
Cc1ccc(/C=N/N2CCN(c3ccncc3S(=O)(=O)N3CCCCC3)CC2)cc1,-1.2,-3,2,-14,-0.2,-17[20 µM],21,4,4
CCCn1c(=O)c2ccccc2n2c(Sc3nnnn3-c3ccccc3)nnc12,0.0,7,0,0,-1.6,-18,19,-8,-8
COCCCNCCOCCOc1ccc(C)cc1[N+](=O)[O-],0.7,13,27,-3,0.88,-12,15,6,-7
Cc1ccc(S(=O)(=O)Nc2ccc(-c3nnc(SCc4ccccc4Cl)o3)cc2)cc1,0.1,-3,8,6,-0.23,-20,-24,14,32
Cc1ccc(N2CN=C3SCC(=O)N3C2)cc1C,1.4,-3,-3,19,0.83,-19,-6,5,-2
